Screening data from PubChem.
MsrA inhibitor: bovine MsrA inhibition. inhibition, % at 15.5 µM. 360,000 compounds, 0.75% hits. purified bovine MsrA, absorbance read-out; in the data active = inhibition above about 4.5%;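 also: 0% = vehicle wells with enzyme and 100% = reference inhibitor wells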
DNMT1 block: DNMT1 (human) enzyme inhibition; P26358; DNMT1 molecular beacon, Hinp1I cleavage, fluorescence; inhibition (reported as % activation of signal), % at 10 µM; 360,000 compounds, 0.83% hits; AID 588458; in the data active = inhibition above about 50%
Scp1 inh: blocks human Scp-1 phosphatase activity; Q9GZU7; Recombinant Scp1, phosphopeptide, malachite green phosphate absorbance; inhibition, % at 20 µM; 340,000 compounds, 0.88% hits; AID 493091;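 active = inhibition above about 50% at 20 µM, limit read from the data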;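 also: plate controls were DMSO wells with enzyme for no effect and wells lacking enzyme for full effect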
Target sequence (Q9GZU7 76-261 limits assumed): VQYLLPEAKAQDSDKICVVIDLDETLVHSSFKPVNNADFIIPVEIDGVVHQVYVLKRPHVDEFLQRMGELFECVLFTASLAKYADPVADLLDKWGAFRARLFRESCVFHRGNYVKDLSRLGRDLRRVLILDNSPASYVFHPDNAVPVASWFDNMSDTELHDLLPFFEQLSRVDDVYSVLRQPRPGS
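assay system = SCP-1 phosphatase catalytic domain, residues 76-261 | buffer or medium = 50 mM Tris acetate pH 5.5, 0.005% Tween-20, 10 mM MgCl2 | incubation = enzyme reaction 45 min at room temperature, colour 5 min, stabilisation 30 min | signal = Phosphate-binding colour reagent, absorbance read at 630 nm | measure = % inhibition at 20 µM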
SUMO1 PPI mod: alters human SUMO1 binding to SIM partners; AID 602429; inhibition, % at 20 µM; SUMO1 binding to a labelled peptide, TR-FRET, 1 h; 360,000 compounds, 0.33% hits; P63165; in the data active = inhibition above about 37%
Target sequence (P63165 whole entry, looked up): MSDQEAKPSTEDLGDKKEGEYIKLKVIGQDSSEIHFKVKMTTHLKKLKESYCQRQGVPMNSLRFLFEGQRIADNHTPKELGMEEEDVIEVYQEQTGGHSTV
CSN deneddyl inh: blocks human CSN-mediated cullin deneddylation; Purified CSN, SCF-Nedd8-OG deneddylation, fluorescence polarization; inhibition, % at 12.5 µM; 360,000 compounds, 0.38% hits; AID 651999;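 active = pattern-corrected inhibition above about 35%, with an unprinted fluorescence ratio check between 0.5 and 1.5, limit read from the data, passing the limit was not always enough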;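 also: 0% = enzyme with substrate and 100% = substrate without enzyme; some results filed as inactive read as strong as hits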
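test system = HEK293T-derived human Csn5 enzyme | amount = 0.24 nM Csn5 enzyme, final concentration | medium = Tris/NaCl/DTT buffer, pH 7.5 | schedule = 90 min reaction at room temperature | signal = FP | evaluation = inhibition of Csn5 cleavage, % | compound dosing = single dose of 12.5 µM compound with 0.25% DMSO | probe or stimulus = 10 nM SCFSkp2-Nedd8OG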
NadD block: NadD (S. aureus) enzyme inhibition; purified NadD enzyme, colorimetric absorbance read-out; inhibition, % at 20 µM; 360,000 compounds, 0.78% hits; AID 602399; in the data active = inhibition above about 26%; also: some compounds past the cut are filed as inactive
Rpn11 inh: inhibitors of human proteasome Rpn11; calls only at 20 µM; human 26S proteasome, Ub4-pepOG fluorescence polarization; 20S core pre-blocked with epoxomicin; 360,000 compounds, 0.59% hits; AID 588493; O00487;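 active = inhibition at 20 µM, scaled to each plate's controls, above about 33%, limit read from the data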
Target sequence (O00487 whole entry, looked up): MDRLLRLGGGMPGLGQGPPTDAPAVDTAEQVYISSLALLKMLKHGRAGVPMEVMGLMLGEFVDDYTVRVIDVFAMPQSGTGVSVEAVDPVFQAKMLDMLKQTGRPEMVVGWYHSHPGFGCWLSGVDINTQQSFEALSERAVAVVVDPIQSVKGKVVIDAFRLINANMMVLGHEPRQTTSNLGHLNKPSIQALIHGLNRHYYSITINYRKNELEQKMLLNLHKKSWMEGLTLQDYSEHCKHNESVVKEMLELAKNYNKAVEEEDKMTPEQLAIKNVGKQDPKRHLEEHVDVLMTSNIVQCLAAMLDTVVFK
LMPTP inh: blocks human LMPTP phosphatase | recombinant LMPTP-A, OMFP fluorogenic substrate, fluorescence intensity | inhibition, % at 20 µM | 360,000 compounds, 0.22% hits;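 active = compounds that cut the enzyme signal by at least half of the control window in the single-dose screen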;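 also: plate controls were DMSO wells with enzyme plus substrate for no effect and substrate without enzyme for full effect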
Target sequence (P24666 whole entry, looked up): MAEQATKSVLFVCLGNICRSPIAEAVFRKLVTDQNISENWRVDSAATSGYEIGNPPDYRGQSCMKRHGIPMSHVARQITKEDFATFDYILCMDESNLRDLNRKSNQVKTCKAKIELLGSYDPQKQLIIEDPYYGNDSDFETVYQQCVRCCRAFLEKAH
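test system = LMPTP-A | amount = 0.625 nM LMPTP-A final | reagent = fluorogenic phosphatase substrate OMFP at 400 µM final | incubation = 50 min at room temperature | benchmarks = no-enzyme low control, uninhibited high control | medium = Bis-Tris pH 6.0, DTT, detergent | signal = fluorescence intensity of OMFP turnover product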
Tb MetRS inh: blocks T. brucei methionyl-tRNA synthetase activity; purified T. brucei MetRS, ATP depletion, Kinase-Glo luminescence; inhibition, % at 11.9 µM; 360,000 compounds, 0.4% hits; AID 624268;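 active = inhibition above a per-plate cutoff of the control wells' mean inhibition plus 3 SD, cut at about 5.5% in these data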;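 also: 0% = DMSO wells median and 100% = median of wells with control inhibitor compound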
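Dosing: 11.9 µM single point; system: parasite MetRS enzyme; technique: luminescence of leftover ATP; times: 15 min enzyme-compound preincubation, 2 h reaction, 10 min detection, 25 °C; replicates: each compound tested once; read-out basis: percent inhibition relative to median high and low control wells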
STEP inh: blocks human striatal-enriched tyrosine phosphatase | AID 588621 | recombinant STEP, OMFP fluorogenic substrate, fluorescence | 360,000 compounds, 0.25% hits | inhibition, % at 20 µM;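 active = inhibition at 20 µM, scaled per plate between control wells, above about 37%, limit read from the data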;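 also: 0% = DMSO with enzyme and substrate and 100% = substrate only without enzyme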
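System: isolated STEP enzyme; schedule: 20 min enzyme reaction at room temperature, protected from light; medium: Bis-Tris buffer pH 6.0, 2.5 mM DTT, 0.005% Tween 20; signal: fluorescence, 480/540 nm; dosing: single compound dose of 20 µM, 1% DMSO final; also added: OMFP substrate, 25 µM final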
* hit, by the source's call; i = inactive; . = no result given.

SMILES | STEP inh | MsrA inhibitor | Rpn11 inh | Scp1 inh | NadD block | CSN deneddyl inh | DNMT1 block | Tb MetRS inh | SUMO1 PPI mod | LMPTP inh
CCCCN(C(=O)Cc1ccc(S(=O)(=O)N2CCOCC2)s1)c1c(N)n(CCCC)c(=O)[nH]c1=O | -2 | -0.2 | i | 4 | 5 | 1 | -2 | -0.3 | 3 | -0.7
CC(=O)C1CN(S(=O)(=O)c2ccc(C)cc2)C(c2ccccc2)CC1C (centres undefined) | . | 0.9 | . | . | . | -2 | . | -0.6 | 3 | 0.8
Cc1c(NC(=S)SCc2ccccc2)c(=O)n(-c2ccccc2)n1C | 3 | -0.7 | i | 1 | 3 | -8 | 5 | -0.2 | -2 | 0.0
COc1cccc(CN(C)Cc2nc(C3CC3)no2)c1 | -4 | -0.3 | i | 11 | -2 | 2 | 19 | -1.0 | 2 | -0.8
Cc1ccc(NC(=O)C2OCCc3ccccc32)cc1Cl (centres undefined) | -1 | 0.6 | i | -10 | -8 | 4 | -2 | -0.4 | 1 | 1.2
Cc1ccc2oc(C(=O)N3CCN(c4cccc(C)n4)CC3)c(C)c2c1 | 3 | -0.8 | i | -6 | -3 | 4 | -2 | -0.4 | 7 | 2.1
Fc1ccccc1NC(=S)NCCc1ccccc1 | 16 | 1.3 | i | -7 | 4 | 4 | -5 | -1.2 | 2 | 0.5
Cc1noc(C)c1NC(=O)N(C)C[C@H]1Oc2ccc(NS(=O)(=O)c3c(C)noc3C)cc2C(=O)N([C@H](C)CO)C[C@@H]1C | 1 | 1.1 | i | 39 | -1 | -1 | 1 | -0.4 | -3 | -1.4
COc1ccc(-c2cnn3c4c(c(C)nc23)CCN4C(C)C)cc1OC | 0 | -1.0 | i | -3 | 0 | 1 | -1 | -0.1 | 1 | 1.6
CCn1c(SCC(=O)NC2CCCC2)nnc1-c1cccnc1 | 0 | 0.3 | i | -4 | 1 | 4 | -1 | -0.7 | 5 | -0.2
O=C(CCS(=O)(=O)c1ccc(F)cc1)Nc1nccs1 | -2 | 0.9 | i | . | -13 | 3 | 9 | 0.2 | 2 | -1.7
CCn1c(SCC(=O)N2CCC(C(N)=O)(N3CCCCC3)CC2)nnc1-c1ccccc1 | 1 | 0.0 | i | 3 | 6 | 0 | 1 | -0.4 | -1 | -0.3
O=C1CC(Nc2ccc(N3CCOCC3)cc2)C(=O)N1C1CCCCC1 (centres undefined) | 0 | 0.5 | i | -2 | 5 | -1 | -2 | -0.3 | -6 | 0.3
COc1ccc(CC(=O)NCc2nnc(SCc3ccc([N+](=O)[O-])cc3)n2C)cc1 | 1 | 2.0 | i | 2 | 0 | 3 | -1 | -0.4 | -16 | -1.8
COc1ccc(C(=O)C2CCCN(Cc3ccc4nonc4c3)C2)cc1F (centres undefined) | 10 | 0.7 | i | 3 | -3 | -4 | 1 | -0.8 | -14 | -1.0

Some entries already given, showing only LMPTP inh and MsrA inhibitor.
structure	LMPTP inh	MsrA inhibitor
O=C(CCS(=O)(=O)c1ccc(F)cc1)Nc1nccs1	-1.7	0.9
CC(=O)C1CN(S(=O)(=O)c2ccc(C)cc2)C(c2ccccc2)CC1C (centres undefined)	0.8	0.9
CCCCN(C(=O)Cc1ccc(S(=O)(=O)N2CCOCC2)s1)c1c(N)n(CCCC)c(=O)[nH]c1=O	-0.7	-0.2

Next compounds
SMILES | STEP inh | MsrA inhibitor | Rpn11 inh | Scp1 inh | NadD block | CSN deneddyl inh | DNMT1 block | Tb MetRS inh | SUMO1 PPI mod | LMPTP inh
O=C(NCCc1ccccc1)C1CCC(CNc2c(N3CCCCC3)c(=O)c2=O)CC1 (centres undefined) | -2 | 0.2 | i | -13 | 0 | -1 | 0 | 1.4 | 0 | -1.7
CC1CN(C(=O)CCC(=O)NCc2ccc(Cl)cc2)c2ccccc2S1 (centres undefined) | -2 | -0.1 | i | -8 | 0 | -1 | 2 | 3.0 | 1 | -1.1
CC1CCCC(C)N1C(=O)COC(=O)c1cccnc1Cl (centres undefined) | 2 | -0.3 | i | -6 | -7 | -5 | 5 | -0.1 | -1 | -1.3
Cc1ccccc1NC(=O)c1ccccc1NS(=O)(=O)c1cccc2cccnc12 | 2 | 0.1 | i | 1 | 6 | -1 | 0 | 0.1 | 5 | -0.8
O=C(C(=O)c1ccc(O)c(O)c1)c1ccc(O)c(O)c1 | -5 | 7.6* | i | -13 | -9 | -4 | 5 | -0.2 | 2 | -0.6
Cc1ccc(NC(=O)CN(C)C(=O)C(Sc2ccccc2)c2ccccc2)cc1 (centres undefined) | -2 | 1.6 | i | -13 | -8 | 2 | 0 | 2.9 | 4 | 1.3
Cc1ccc([C@@H]2CC=C(C(=O)O)CN2S(=O)(=O)c2ccccc2C)cc1 | 0 | -1.0 | i | -2 | -5 | -5 | 1 | -0.3 | 1 | -0.2
CN(CC(=O)NCc1ccccn1)S(=O)(=O)c1ccc(Br)cc1 | -4 | 0.5 | i | -19 | -5 | 4 | 1 | -0.9 | -3 | -0.6
CCN1CCN(c2ccc(S(=O)(=O)N3CCOCC3)cc2NC(=O)c2ccccc2SC)CC1 | 1 | 0.6 | i | -4 | -4 | 2 | 0 | -0.4 | 3 | -0.1
O=C(CCc1ccccc1)Nc1cc2c3c(c1)CC(=O)N3CCC2 | 2 | -0.6 | i | -5 | 2 | -1 | -4 | -0.2 | 1 | 0.4
Cc1cc(N2CCN(c3ccc(F)cc3)CC2)n2ncnc2n1 | -1 | -0.4 | i | -23 | 0 | 3 | 0 | -0.2 | 1 | -0.5
Cc1ccccc1C(=O)NC(C)C1CC2CCC1C2 (centres undefined) | 2 | -0.1 | i | -2 | -1 | -3 | 3 | -0.3 | 1 | -1.0
Cc1ccc(NCCC(=O)c2cccs2)cc1C | 1 | -0.2 | i | 1 | -4 | -7 | 0 | -0.3 | -2 | -0.4
COc1cc(/C=N/N2CCN(Cc3ccc(Cl)cc3)CC2)cc(Br)c1O | 1 | 0.5 | i | -5 | 3 | 7 | 1 | -2.6 | 1 | -0.3
CC(C)C[C@@H](CN1CCCC1CN1C(=S)NC[C@@H]1Cc1ccccc1)N1C[C@H](Cc2ccc(O)cc2)N(CC2CCCCC2)C1=S (some centres undefined) | . | 2.5 | . | . | 29 | -4 | . | -0.9 | 1 | 1.3

A second format for some results above:
CCN1CCN(c2ccc(S(=O)(=O)N3CCOCC3)cc2NC(=O)c2ccccc2SC)CC1
  STEP inh = 1 | MsrA inhibitor = 0.6 | Rpn11 inh = i | Scp1 inh = -4 | NadD block = -4 | CSN deneddyl inh = 2 | DNMT1 block = 0 | Tb MetRS inh = -0.4 | SUMO1 PPI mod = 3 | LMPTP inh = -0.1

O=C(CCc1ccccc1)Nc1cc2c3c(c1)CC(=O)N3CCC2
  STEP inh = 2 | MsrA inhibitor = -0.6 | Rpn11 inh = i | Scp1 inh = -5 | NadD block = 2 | CSN deneddyl inh = -1 | DNMT1 block = -4 | Tb MetRS inh = -0.2 | SUMO1 PPI mod = 1 | LMPTP inh = 0.4

Other results.
SMILES | STEP inh | MsrA inhibitor | Rpn11 inh | Scp1 inh | NadD block | CSN deneddyl inh | DNMT1 block | Tb MetRS inh | SUMO1 PPI mod | LMPTP inh
CCc1ccc(S(=O)(=O)Nc2ccccn2)cc1 | 0 | -0.1 | i | -5 | -4 | -1 | 2 | 0.0 | 0 | -0.9
O=C(C1CCN(S(=O)(=O)c2cccc3nsnc23)CC1)N1CCCCC1 | 1 | 0.2 | i | -2 | -3 | -1 | 2 | -0.3 | -27 | -0.1
Nc1nonc1-c1noc(COc2ccccc2Cl)n1 | 0 | 0.2 | i | -12 | -8 | 4 | 5 | -1.4 | 2 | -0.5
C(=C\c1ccccc1)/CNn1cnnc1 | 3 | -0.5 | i | -7 | 1 | -3 | -5 | 0.7 | 1 | -1.9
COc1ccc(NC(=O)C(=S)NC2CCCCC2)cc1 | 9 | 1.4 | i | -10 | -8 | -10 | 8 | -0.1 | -7 | 1.5
CCCCS/C(N)=N/N=C/c1cc(C)ccc1O | 0 | 1.6 | i | -10 | -8 | -1 | -4 | -0.7 | -5 | 1.6
O=C(O)c1ccccc1C(=O)c1cccs1 | 3 | 0.2 | i | 0 | -6 | 0 | 1 | -0.1 | -4 | -1.8
O=C(Cc1ccccc1)Nc1cc(Cl)ccc1Sc1ccccc1 | 4 | 1.4 | i | -14 | 9 | -6 | 2 | -0.3 | -2 | 2.2
Cc1cc(=O)oc2cc(NC(=O)c3ccccc3C(=O)O)ccc12 | -1 | 3.7 | i | -9 | -1 | -4 | 5 | 0.0 | 1 | -1.6
Cc1cc(NC(=O)CSc2nnc(Nc3ccccc3F)s2)no1 | -2 | -1.0 | i | 0 | -6 | -7 | 24 | 0.3 | 34 | -0.5
CCc1cccc(NC(=O)CCNS(=O)(=O)c2ccc3[nH]c(=O)oc3c2)c1 | -1 | -0.2 | i | -5 | -8 | 1 | 2 | -0.1 | -1 | -2.1
Cc1c(NS(=O)(=O)CC23CCC(CC2=O)C3(C)C)c(=O)n(-c2ccccc2)n1C (centres undefined) | -3 | 0.9 | i | 3 | 0 | -3 | 3 | -0.7 | -1 | -0.8
CC1=C(SCc2ccccc2)C(=O)c2ccccc2C1=O | 7 | 21* | i | -10 | 14 | 27 | 76* | 0.3 | 21 | 6.3
Cc1[nH]c(=S)sc1Cc1ccc(F)cc1 | 0 | -0.1 | i | 2 | 14 | -12 | 0 | 0.0 | -4 | 0.7
COc1cc2cc(C)c(Br)c(OC)c2cc1OC | -1 | 0.3 | i | -8 | -7 | 6 | -18 | -0.4 | 0 | 0.3
CCCCOCCCNC(=O)N[C@H](C(=O)O)C(C)CC (some centres undefined) | -3 | 0.8 | i | -1 | -1 | 0 | 0 | 0.3 | -2 | 0.0
O=C(NC1CCCCC1)C1CC(=O)N(CCc2ccccc2)C1 (centres undefined) | -1 | . | i | -5 | 6 | -1 | 1 | 0.3 | 2 | -1.1

Compounds were not picked by outcome (roughly 3.9% active in at least one column).
